Screening data from PubChem BioAssay.
FBA Mtb inh: Mtb fructose-bisphosphate aldolase inhibition. P9WQA3. purified M. tuberculosis FBA, fluorescence read-out. inhibition, % at 1 µM. 360,000 tested, 2.3% active. AID 588726; in the data active = inhibition above about 27%;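 also: 0% = vehicle and 100% = reference inhibitor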
UGM FP inh: blocks M. tuberculosis UGM enzyme; purified UGM, fluorescence polarization probe displacement; 320,000 tested, 0.06% active; P9WIQ1; inhibition, % at 10 µM; in the data active = inhibition above about 10%, passing the limit was not always enough; inconclusive = no clear call, values can overlap the other calls
BoNT-A LC inh2: blocks Botulinum neurotoxin A light chain protease; multiplex microsphere protease substrate cleavage, flow cytometry; inhibition, % at 10 µM; 360,000 tested, 0.17% active; AID 588499; also: plate controls were buffer without enzyme for full effect and enzyme alone for no effect
Anthrax LF inh2: blocks Bacillus anthracis lethal factor protease; P15917; AID 588501; inhibition, % at 10 µM; multiplex microsphere protease cleavage assay, LF; 360,000 tested, 0.12% active; also: plate controls were buffer without enzyme for full effect and enzyme alone for no effect
Target sequence (P15917 whole entry, looked up): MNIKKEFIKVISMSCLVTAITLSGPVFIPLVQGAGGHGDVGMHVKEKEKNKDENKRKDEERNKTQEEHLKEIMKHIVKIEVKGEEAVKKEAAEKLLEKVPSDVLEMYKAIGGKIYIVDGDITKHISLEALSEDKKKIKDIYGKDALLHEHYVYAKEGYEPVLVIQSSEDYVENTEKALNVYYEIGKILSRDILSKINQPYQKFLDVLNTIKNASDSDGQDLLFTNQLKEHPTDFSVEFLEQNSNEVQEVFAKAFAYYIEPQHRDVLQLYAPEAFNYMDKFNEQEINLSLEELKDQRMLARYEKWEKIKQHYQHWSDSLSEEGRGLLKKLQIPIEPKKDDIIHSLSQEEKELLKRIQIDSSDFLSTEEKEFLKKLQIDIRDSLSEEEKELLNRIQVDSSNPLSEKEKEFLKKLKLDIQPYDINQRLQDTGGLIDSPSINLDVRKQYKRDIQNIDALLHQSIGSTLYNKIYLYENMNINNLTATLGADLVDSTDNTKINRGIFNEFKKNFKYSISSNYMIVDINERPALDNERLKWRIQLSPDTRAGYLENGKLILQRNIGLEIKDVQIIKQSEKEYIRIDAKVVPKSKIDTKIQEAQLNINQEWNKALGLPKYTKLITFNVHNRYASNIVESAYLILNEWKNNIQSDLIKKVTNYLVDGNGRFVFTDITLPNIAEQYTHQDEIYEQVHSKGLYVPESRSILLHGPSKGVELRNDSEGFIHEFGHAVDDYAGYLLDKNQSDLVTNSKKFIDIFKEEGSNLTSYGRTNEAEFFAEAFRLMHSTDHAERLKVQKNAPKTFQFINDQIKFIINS
PfHsp40 yeast: restores yeast growth despite PfHsp40 toxicity. 340,000 tested, 0.68% active. S. cerevisiae expressing PfHsp40, growth rescue, ATP luminescence. growth rescue, % at 12.5 µM; in the data active = growth rescue above about 28%, passing the limit was not always enough; inconclusive = no clear call, values can overlap the other calls;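 also: yeast W303a lacking pdr1 and pdr3 grown in galactose medium; growth measured after three days at 30 °C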
GDH-TPI inh: counter-screen for M. tuberculosis FBA inhibitors: GDH-TPI coupled enzymes. GDH-TPI coupled enzyme counterscreen, NADH absorbance. inhibition, % at 4.8 µM. 360,000 tested, 1.2% active; in the data active = inhibition above about 30%;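 also: 0% = DMSO wells and 100% = wells lacking the enzyme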
FadD28 binding: blocks FadD28 binding to the bisubstrate probe | inhibition, % at 12.5 µM | fluorescence polarization | 360,000 tested, 0.22% active; in the data active = inhibition above about 8.5%, passing the limit was not always enough; inconclusive = no clear call, values can overlap the other calls
BoNT F protease: blocks Botulinum neurotoxin F light chain protease; Multiplex microsphere protease cleavage assay, flow cytometry; 360,000 tested, 0.22% active; inhibition, % at 10 µM; in the data active = inhibition above about 35%, passing the limit was not always enough; inconclusive = no clear call, values can overlap the other calls; also: plate controls were buffer without enzyme for full effect and enzyme alone for no effect
BioA inh: BioA (M. tuberculosis) enzyme inhibition. inhibition, % at 9.99 µM. 360,000 tested, 0.096% active. purified M. tuberculosis BioA enzyme, plate reader. AID 602481; in the data active = inhibition above about 40%; inconclusive = no clear call, values can overlap the other calls
An asterisk follows results filed as active; ? = inconclusive; . = not tested or not shown; & = joins results of further samples. Rule as the data show it, unless noted: active = inhibition above about 30%; inconclusive = no clear call, values can overlap the other calls; inactive = below that.

smiles	FBA Mtb inh	UGM FP inh	BoNT-A LC inh2	Anthrax LF inh2	PfHsp40 yeast	GDH-TPI inh	FadD28 binding	BoNT F protease	BioA inh
C/C(=N/NC(=O)C1CCCN1C(=O)c1ccc([N+](=O)[O-])cc1)c1ccc(Br)cc1 (configuration not stated)	-4	.	-1.2	-2	-0.2	1	-2.8	0	1.4
CCOC(=O)c1cc(-c2cccc([N+](=O)[O-])c2)n[nH]1	4	2.8	-0.5	-3	-0.1	-1	-0.5	-11	-0.1
COc1cc(C=C(c2nc3ccccc3s2)c2nc3ccccc3s2)ccc1O	-10	-0.6	0.0	-2	-1.1	17	-4.1	-10	0.2
CCCn1c(=O)c2c(ncn2C)n(CCC)c1=O	-2	-0.8	-0.4	3	-1.6	4	-1.7	-7	0.6
CCc1ccccc1NC(=O)c1ccc(OCc2c(C)noc2C)cc1	-1	5.0	0.1	2	0.3	-12	-1.2	3	0.5
Cc1ccc2c(c1)C(=O)N(CCCCO)C2=O	4	-1.4	0.9	-2	-2.0	11	-2.7	2	.
CCCN(CC(=O)Nc1ccccc1C)C(=O)C1CCN(S(=O)(=O)c2ccc(C)c(C)c2)CC1	-4	.	0.1	-1	.	2	-2.4	1	-0.4
Cc1nn(-c2ccccc2)nc1C(=O)Nc1ccc2[nH]ncc2c1	1	-2.5	4.0	0	-0.5	4	-3.0	-5	-1.4
N#Cc1ccc(Oc2ccc(C(N)=O)cc2)cc1C#N	3	0.1	-0.5	2	-2.7	8	-2.6	2	.
CC(C)n1c(=O)c2ccccc2n1Cc1cn(Cc2ccccc2)nn1	115*	.	-0.5	-10	.	.	1.5	-5	11
CCNC(=O)c1c(O)c2c([nH]c1=O)CCCC2	4	0.1	-0.6	-6	0.1	-5	-1.3	-12	1.8
Cc1ccc(C)c(CC(=O)N2CCCCC2c2cc(C(=O)Nc3ccc(F)c(Cl)c3)no2)c1 (configuration not stated)	-1	.	-0.4	-5	.	4	-3.8	-8	0.8
O=C(COC(=O)c1cc(-c2ccccc2)nc2ccccc12)NC1CC1	17	0.9	0.0	-4	-1.4	23	-0.6	2	-0.2
C=CCOC(=O)c1ccc(-n2cncn2)nc1	-1	-1.9	-0.1	-1	-1.4	4	-1.5	8	-3.0
Cc1cc(C(=O)N2CCC2(C)C(=O)NS(=O)(=O)c2ccc(F)cc2F)nn1C (configuration not stated)	4	.	-0.1	-8	.	-5	0.8	-1	-0.1

Single records, from the list above.
`C/C(=N/NC(=O)C1CCCN1C(=O)c1ccc([N+](=O)[O-])cc1)c1ccc(Br)cc1` (configuration not stated) is entered as FBA Mtb inh = -4; UGM FP inh = .; BoNT-A LC inh2 = -1.2; Anthrax LF inh2 = -2; PfHsp40 yeast = -0.2; GDH-TPI inh = 1; FadD28 binding = -2.8; BoNT F protease = 0; BioA inh = 1.4
`Cc1ccc2c(c1)C(=O)N(CCCCO)C2=O` is entered as FBA Mtb inh = 4; UGM FP inh = -1.4; BoNT-A LC inh2 = 0.9; Anthrax LF inh2 = -2; PfHsp40 yeast = -2.0; GDH-TPI inh = 11; FadD28 binding = -2.7; BoNT F protease = 2; BioA inh = .

Other entries follow:
smiles	FBA Mtb inh	UGM FP inh	BoNT-A LC inh2	Anthrax LF inh2	PfHsp40 yeast	GDH-TPI inh	FadD28 binding	BoNT F protease	BioA inh
CCOc1ccccc1C(=O)NC(C(=O)OCC(=O)NNC(=O)c1cccs1)C(C)C (configuration not stated)	1	.	0.0	-5	.	7	-1.4	2	1.7
Cc1cc(C)cc(N2C(=O)N(c3ccccc3C)C3CS(=O)(=O)CC32)c1 (configuration not stated)	0	-3.2	1.1	-1	-1.4	2	-0.9	5	-2.8
CCOc1ccccc1NC(=S)NC(=O)CCc1ccccc1	-1	.	-0.8	-2	0.0	5	-4.3	1	0.6
CCOC(=O)C(CCOc1cccc(CC)c1)C(=O)OCC	0	-2.7	0.5	2	-0.8	5	-0.8	-4	1.4
Cn1c2ccccc2c2ncn(CCCN3CCOCC3)c(=O)c21	9	-1.6	1.3	5	-0.1	14	-0.8	0	-2.1
COc1cccc(-c2sc3ccc(OC)cc3c2-c2ccc(OCCN3CCCC3)cc2)c1	1	.	-0.4	-5	40*	-1	-13	-11	-1.8
CN(Cc1c(C(=O)N/N=C/c2cccc(O)c2)nnn1-c1nonc1N)C1CCCCC1	-3	2.3	-1.5	-3	-1.2	18	-1.1	12	-1.2
CS(=O)(=O)N1CCN(C(=O)c2cccnc2)CC1	-3	1.0	0.7	1	0.4	9	0.9	-4	-0.7
O=C(NCCCC1CCCC1)C1CCC(=O)N(Cc2cccc(C(F)(F)F)c2)C1 (configuration not stated)	3	-2.0	0.3	0	-0.5	-4	-3.5	11	2.0
Cc1ccc(S(=O)(=O)Nc2ccc3c(c2)OCCO3)c(C)c1NS(C)(=O)=O	-1	-2.4	1.8	-9	-0.4	-8	-4.4	-22	-1.9
CC(=O)Nc1ccc(OCC(=O)NCc2ccc(C)cc2)cc1	1	-0.5	-0.1	2	-0.5	-2	-1.7	7	-0.6
O=C(/C=C/[C@H]1O[C@@H](n2ccc(=O)[nH]c2=O)[C@H](O)[C@@H]1O)NCCN1CCCC1	-3	.	-0.7	7	.	.	-2.4	-1	0.3
COc1ccc(-c2cc(C(F)(F)F)nc(-n3ccnc3C)n2)cc1	2	-5.5	1.1	0	0.6	12	-1.9	14	.
Cc1ccc(NC(=O)CSCC(=O)N(C)CC(=O)Nc2c(C)cccc2C)cc1	0	.	0.3	-5	.	9	-0.5	1	.
COc1ccc(NC(=S)N2CCC(C(=O)c3ccc(C)cc3)CC2)cc1	-1	1.3	0.0	-9	1.9	7	-0.3	7	0.3
CCCCSc1nc2c(cnn2-c2ccc(Cl)cc2)c(=O)[nH]1	-1	0.2	-0.2	-4	-1.8	8	-1.4	15	-3.4
O=C(NNC(=O)C12CC3CC(CC(O)(C3)C1)C2)c1ccccc1O	10	2.1	-0.7	-2	-0.2	15	.	-4	-0.3
Cc1ccc(S(=O)(=O)N(C)C)cc1NC(=O)C1CCCCC1	1	4.7	-0.9	3	3.8	6	-3.4	-6	.
Cc1ccc(-c2csc(NC(=O)C3CC(=O)N(Cc4ccco4)C3)n2)cc1 (configuration not stated)	1	-0.7	-1.6	-2	1.6	3	-8.5	-7	.
Cc1ccc(/C=N/NC(=O)Cn2nnc(N)n2)cc1	0	2.0	-1.0	-3	-0.4	-3	-1.7	-3	.
Cc1ccccc1N1CC(C(=O)Nc2nnc(SCc3ccccn3)s2)CC1=O (configuration not stated)	-3	3.9	-4.7	-3	-1.4	-3	-3.7	-9	0.9
O=C(Nc1nc(-c2cccs2)cs1)c1ccc(S(=O)(=O)N2CCCC2)cc1	-2	-1.6	-0.3	-2	0.6	13	-2.0	-8	6.4
O=C(COC(=O)COc1ccccc1Cc1ccccc1)Nc1cccnc1Cl	-6	-0.4	-0.5	-2	0.9	-5	-8.3	-1	-1.1
CCOc1ccc(/C=N/NC(=S)NC2CC3C=CC2C3)cc1 (configuration not stated)	-2	3.8	2.4	-7	0.2	2	-1.9	?	-1.9
COc1cc(SC)ccc1C(=O)NCc1ccccc1	-1	1.7	-0.2	-2	-3.0	0	-0.5	0	-0.3
COc1cc(NC(=O)c2ccco2)c(C(=O)OCC(=O)c2c[nH]c3ccccc23)cc1OC	20	-1.5	-0.1	1	1.4	12	-1.8	1	0.8
CS(=O)(=O)NCCn1ccc2ccccc21	-3	3.7	1.8	1	0.4	-1	-0.6	-6	.
CC1(C)CN(c2ccc(F)cc2)C1=O	2	-0.3	0.2	-2	-0.3	-4	-0.5	-2	.
O=C1NC(=Nc2ccccc2)S/C1=C\c1cccs1	-4	2.3	-0.1	0	1.6	20	-4.5	3	.
CCC(=O)Nc1cccc(NC(=O)c2cc3ccccc3o2)c1	0	2.0	-0.8	-2	-0.5	6	-7.5	-15	0.2
O=C(O)/C=C/c1coc2ccccc2c1=O	-2	-3.5	-0.3	0	-0.6	-2	-2.6	-3	.
CC(N=Cc1c(O)[nH]c(=O)[nH]c1=O)c1ccccc1 (configuration not stated)	-2	1.4	-3.0	-4	-1.2	10	-0.5	-8	1.6
O=C(Nc1cccc(F)c1)C1CCCN(S(=O)(=O)c2ccccc2)C1 (configuration not stated)	-1	0.7	1.3	-5	1.6	6	-4.3	1	3.2
CC1N=C(c2ccccc2Cl)c2cc(Br)ccc2NC1=O (configuration not stated)	2	-2.4	5.7	-7	-1.5	9	-5.9	?	.
Cc1ccc(C(C(=O)NC2CCCCC2)N(C(=O)CCCC(=O)Nc2ccccn2)c2ccc3c(c2)OCCO3)cc1 (configuration not stated)	-3	2.5	-0.3	-2	-0.3	-2	-1.0	-4	.
C/C(=N/NC(=O)CN1CCN(S(=O)(=O)c2ccc(Br)cc2)CC1)c1ccco1	-1	-0.2	-0.1	1	-1.0	3	-5.3	0	.
COc1ccc(C(C)(O)c2nc(-c3ccc(F)cc3OC)cs2)cc1 (configuration not stated)	2	.	0.0	-11	.	0	-1.8	-4	1.0
COc1ccc(-c2c(C)nc(N)nc2-c2ccc(OCc3ccc(C)cc3)cc2O)cc1OC	1	3.2	-1.0	-3	-0.2	11	-3.0	-12	.
CC(C)(C)c1csc(NC(=O)c2ccncc2)n1	-3	2.1	1.4	-15	-1.0	13	-3.2	-28	.
CC(C)(C)C1CCC2(CC1)Nc1cccc3cccc(c13)N2	-5	0.8	4.7	-21	-1.5	8	-3.9	-118	.
CCOC(=O)N/N=C/c1cn(CCCOc2ccc(C)cc2)c2ccccc12	1	1.2	-0.5	-4	2.7	13	-3.0	-9	5.4
CN(CCOc1ccc(Cl)cc1)C(=O)c1ccc2c(=O)n3c(nc2c1)CCC3	-2	2.6	?	-5	0.1	-5	-1.7	-12	-0.2
O=C(Cn1nnc(-c2ccccc2F)n1)Nc1ccc(S(=O)(=O)NC2CCCC2)cc1	-4	2.6	-0.2	-5	-1.1	17	2.6	-5	0.5
COc1ccccc1N1CCN(S(=O)(=O)c2cc(C)sc2C)CC1	-1	5.1	0.1	-7	-0.2	-7	-3.0	-11	1.0
CCOc1cc(/C=C(\C#N)C(=O)Nc2ccccc2C(=O)O)ccc1OC(=O)c1ccc(C)cc1	-2	-2.4	-1.4	8	-1.2	-5	-1.6	26	-1.1
COc1ccc(-c2ccc(SCC(=O)NC3CCCC3)nn2)cc1	-1	.	-0.4	-7	.	7	-3.3	1	-0.5
O=C(C1=C[C@@H](C2CC2)C[C@@H](OCc2ccc(CO)cc2)O1)N1CCN(Cc2ccccc2)CC1	7	0.3	-0.1	-6	1.8	5	-1.4	-3	1.5&-0.5
CCOC(=O)N(C)C[C@@H]1OCc2cnnn2CCCC(=O)N([C@@H](C)CO)C[C@@H]1C	-1	.	-0.8	-10	.	7	-1.0	-3	-0.2&3.2
CCC(=NCCc1c[nH]c2ccccc12)c1c(O)n(C)c(=O)n(C)c1=O	2	1.8	-0.1	0	0.7	3	1.0	2	6.5
COc1cc(C2SCC(=O)N2Cc2ccccc2)cc(OC)c1OC (configuration not stated)	3	2.0	-1.6	-4	-0.5	-3	0.6	0	-3.7
CCN(CC)S(=O)(=O)c1ccc(F)c(C(=O)NCCCN2CCOCC2)c1	1	1.8	-0.3	-2	-1.0	-12	-1.2	-6	-2.0
Cc1ccc(-c2ccc(SCC(=O)c3ccccc3)nn2)cc1	-1	-1.3	21	18	1.0	-4	-2.1	3	-0.1
CCC(CC)C(=O)Nc1cccc(-c2ccc3nncn3n2)c1	-2	-2.3	5.2	1	-1.7	4	-4.5	15	0.8
Cc1ccc(-n2nc3c(c2NC(=O)c2cccs2)CS(=O)(=O)C3)cc1C	4	5.5	2.6	1	-0.8	4	-1.7	6	-0.2
CN(CC(=O)Nc1cccc(F)c1)C(=O)c1ccc(NC2CC2)c([N+](=O)[O-])c1	-8	0.3	0.4	-1	0.0	-1	-0.8	-8	5.0
CCCOC(=O)c1ccc(NC(=O)C(=O)NCCN(CC)CC)cc1	-1	-1.4	0.2	-1	0.1	-2	-2.5	-3	0.1
